Screens (PubChem)
EBV gp42 inh: inhibitors of Epstein-Barr virus glycoprotein 42. Q1HVG2. Fluorescence polarization binding assay, mP read-out. inhibition, % (tested at 21.74 µM). 220,000 tested, 0.42% active. AID 1085; in the data active = inhibition above about 50%
Target sequence (Q1HVG2 whole entry, looked up): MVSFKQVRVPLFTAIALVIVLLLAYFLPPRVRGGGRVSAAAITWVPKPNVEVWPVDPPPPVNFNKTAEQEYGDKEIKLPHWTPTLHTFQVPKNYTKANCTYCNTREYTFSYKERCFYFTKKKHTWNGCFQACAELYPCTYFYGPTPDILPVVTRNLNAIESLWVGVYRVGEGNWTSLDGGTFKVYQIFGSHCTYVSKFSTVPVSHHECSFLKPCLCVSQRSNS
Furin inh: inhibitors of human furin | inhibition, % at 30 µM | 220,000 tested, 0.061% active | purified furin, fluorogenic substrate cleavage | AID 463115; in the data active = inhibition above about 25%; note: inactives centre near -15
Target sequence (P09958 108-714 limits assumed): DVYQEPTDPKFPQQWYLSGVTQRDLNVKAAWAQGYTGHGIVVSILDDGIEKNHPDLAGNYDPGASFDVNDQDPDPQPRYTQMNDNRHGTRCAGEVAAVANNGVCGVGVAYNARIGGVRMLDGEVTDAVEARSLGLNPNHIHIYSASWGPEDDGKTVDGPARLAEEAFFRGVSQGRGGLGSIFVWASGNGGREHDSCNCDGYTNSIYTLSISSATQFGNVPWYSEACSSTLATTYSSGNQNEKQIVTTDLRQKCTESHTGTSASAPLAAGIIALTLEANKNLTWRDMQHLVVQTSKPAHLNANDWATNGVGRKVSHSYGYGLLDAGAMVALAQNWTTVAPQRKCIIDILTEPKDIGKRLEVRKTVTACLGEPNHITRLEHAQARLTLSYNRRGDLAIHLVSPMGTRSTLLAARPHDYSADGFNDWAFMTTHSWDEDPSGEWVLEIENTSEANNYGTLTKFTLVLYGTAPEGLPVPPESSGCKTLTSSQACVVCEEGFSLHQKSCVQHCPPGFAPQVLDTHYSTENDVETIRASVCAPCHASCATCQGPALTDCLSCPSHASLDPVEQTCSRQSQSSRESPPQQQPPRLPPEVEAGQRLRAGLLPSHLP
Cl transport mod: modulates chloride dependent transport by human KCC2 | Q9H2X9 | KCC2 cells, thallium flux FluoZin-2 fluorescence | B-score of Tl+ flux slope (higher = more flux/activation; lower = inhibition) at 10 µM | 190,000 tested, 2.2% active | AID 1456;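 active = thallium flux slope and its plate-corrected score both differing from the plate sample mean at a set confidence after two filtering rounds, in either direction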;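 note: slope of fluorescence scaled to starting intensity during 10 to 20 s after thallium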
TbHK1 inh: T. brucei hexokinase 1 inhibition | recombinant TbHK1, G6PDH-coupled NADH A340 | inhibition, % at 10 µM | 220,000 tested, 0.11% active | AID 1430;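 active = inhibition of 50% or more in the single-dose primary screen; inactive = inhibition below 50%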
TRPN1 ag: activates the zebrafish TRPN1 channel | HEK293 zebrafish TRPN1-YFP, Fluo-8 calcium fluorescence; 100% = response to 87 µM carbachol | activation, % at 3 µM | 220,000 tested, 0.18% active | AID 1424;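 active = activation above its plate's cutoff, the mean activation of test wells on that plate plus 3 SD, cut at about 19% in these data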;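 note: 0% = DMSO alone and 100% = 87 µM carbachol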
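System: zebrafish TRPN1-YFP in HEK293 cells / Dosing: 3 µM single point / Timing: dye loading 1 h at 37 °C, then 30 min room temperature / Signal: Fluo-8 calcium fluorescence, excitation 470-495 nm, emission 515-575 nm / Read-out basis: percent activation from peak over basal fluorescence ratio, control-normalized / Control set: high carbachol 87 µM, low DMSO alone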
m-calpain inh: blocks pig calpain II enzyme activity; 220,000 tested, 0.37% active; purified calpain II, fluorogenic peptide substrate, 30 min; inhibition, % at 16 µM;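 active = inhibition above about 50%, limit read from the data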
Thrombin inh: thrombin (human) inhibition. P00734. alpha-thrombin, Boc-VPR-AMC fluorogenic substrate cleavage. inhibition, % at 5 µM. 220,000 tested, 0.26% active. AID 1046;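 active = inhibition at or above 40%; inactive = inhibition below 40%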;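 note: 0% = enzyme with no compound and 100% = wells without enzyme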
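Test system: human alpha-thrombin protein / Dosing: one concentration per compound, 5 µM, with 0.2% DMSO / Medium: pH 7.5 Tris-saline with Tween 20 / Benchmarks: no-compound enzyme wells and no-enzyme blanks / Read-out basis: percent inhibition of thrombin substrate cleavage / Timing: reaction at room temperature / Measured by: fluorescence, ex 355 nm, em 460 nm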
TRPML3 agonist: human mucolipin-3 channel agonism; Q8TDD5; HEK293 TRPML3-YFP, Fluo-8 calcium fluorescence; 100% = the carbachol control signal; activation, % at 3 µM; 220,000 tested, 0.29% active; AID 1448;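 active = activation above its plate's cutoff, the mean activation of the plate's test wells plus 3 SD, cut at about 12% in these data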;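 note: 0% = DMSO only wells and 100% = carbachol wells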
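Test system: TRPML3-YFP stable HEK293 cells. Doses: single point at 3 µM. Incubation: dye loading 1 h 37 °C then 30 min ambient, 125 s read. Signal: Fluo-8 calcium dye fluorescence, ex 470-495, em 515-575 nm. Measure: percent activation from peak-to-basal fluorescence ratio, scaled between DMSO and carbachol.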
PPC-1+TRAIL kill: PPC-1 cancer cell killing with TRAIL present. PPC-1 cells + TRAIL, ATPLite viability luminescence. cell killing (% activity), % at 4 µM. 220,000 tested, 0.41% active. AID 1443;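 active = cell killing above 50% in the first pass at 4 µM, then a duplicate retest at 5 µM averaging 50% or more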;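 note: plate controls were cells with TRAIL plus DMSO for no effect and medium-only wells lacking cells for full effect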
* hit, by the source's call; · = not tested or not shown; [ ] = another dose, or the depositor's remark. Outcome played no part in choosing rows; any-hit rate near 3.6%.

Below each SMILES – EBV gp42 inh	Furin inh	Cl transport mod	TbHK1 inh	TRPN1 ag	m-calpain inh	Thrombin inh	TRPML3 agonist	PPC-1+TRAIL kill
- CC1Cc2cc(/C(O)=C3/C(=O)C(=O)N(CC4CCCO4)C3c3ccco3)ccc2O1 (stereo not drawn)
    -7	-17[20 µM]	-1.4	-13	0.5	15	5	-0.4	19
- CSc1ccccc1NC(=O)CN(C)CC(=O)Nc1ccccc1N1CCOCC1
    -10	-23	-0.07	-5	0.0	-29	-6	-0.8	12
- CCc1cc(C(=O)OC)c(NC(=O)CCC(=O)O)s1
    -8	9[20 µM]	·	-5	0.0	30	-6	1.1	20
- O=C(COC(=O)CCSc1ccccc1)NCc1ccccc1Cl
    -8	-17	0.11	-2	-1.5	31	-1	-0.5	12
- CCC(C)(C)n1nnnc1C(c1ccc(C)cc1)N(Cc1ccco1)Cc1cccs1 (stereo not drawn)
    -13	-4[20 µM]	-1.1	0	-1.0	-10	-4	0.5	-8
- Cc1ccc(-c2nnc(C)c(N3CC(C)OC(C)C3)n2)cc1 (stereo not drawn)
    -23	-20[20 µM]	·	-10	0.9	-18	3	-0.4	6
- Cc1ccc(NS(=O)(=O)c2ccc(C(=O)OCC(=O)Nc3cc(C)on3)cc2)cc1
    -10	9	-0.36	8	22*	23	15	11	1
- COc1cc(OC)cc(C(=O)NCC(=O)N2CCCCC2)c1
    -18	-26	1.2	0	-0.4	-5	-8	0.6	0
- O=C(NNS(=O)(=O)c1ccc(Cl)cc1)c1cccc(S(=O)(=O)N2CCOCC2)c1
    -14	-30	1.3	-1	3.4	-15	-1	0.3	0
- CN(C)C(=O)C1CCC(=O)N1Cc1cccs1 (stereo not drawn)
    -5	-8	0.68	9	-0.5	-2	7	0.1	22
- Cn1ncc([N+](=O)[O-])c1C(=O)Nc1nccs1
    -6	-3	-0.071	33	-2.6	-13	-9	-0.4	17
- CCOC(=O)NC(=O)c1cn(Nc2ccccc2)c(=O)[nH]c1=O
    -15	-17	·	-10	2.2	4	-4	0.9	9
- Cc1ccc(N(CC(O)CN2CCCCC2)S(=O)(=O)c2ccccc2[N+](=O)[O-])cc1 (stereo not drawn)
    -12	-24	0.9	11	-0.2	-13	-2	1.3	6
- Cc1ccc2[nH]c3c(=O)n(CCC4=CCCCC4)cnc3c2c1
    -16	-12[20 µM]	0.65	-14	0.1	-24	7	-0.2	8
- O=C(O)c1n[nH]c2ccccc12
    -10	-14	-0.55	9	1.1	-30	-10	0.3	15
- Cc1ccc(NC(=O)c2ccco2)c(NC(=O)C2CCCO2)c1 (stereo not drawn)
    4	-12	0.31	-7	0.1	-7	-2	0.6	0
- CCN1CCN(C(=O)c2ccccc2Nc2ccc(SC(F)F)cc2)CC1
    -2	-17	0.96	-7	-0.7	-18	-9	-0.1	4
- CCn1cc(C(C)(C)C)c(C#N)c1NC(C)=O
    7	-15	·	39	-0.4	-2	-7	-0.9	18
- CC(C(=O)NCC1CCCO1)N1C(=O)C2C3CC(C(Br)C3Br)C2C1=O (stereo not drawn)
    -15	-30	-0.71	-6	2.6	-2	-11	0.9	11
- O=C(CC(NS(=O)(=O)c1ccc(Cl)cc1)c1ccco1)NC1CCCC1 (stereo not drawn)
    -4	-14	-0.18	0	-0.6	1	-6	0.4	10

(further entries)
Below each SMILES – EBV gp42 inh	Furin inh	Cl transport mod	TbHK1 inh	TRPN1 ag	m-calpain inh	Thrombin inh	TRPML3 agonist	PPC-1+TRAIL kill
- CCCOC(=O)/C(C(N)=NCc1ccccc1)=C(\O)OCCC
    -14	-29[20 µM]	-2.4	7	0.1	-6	-2	0.5	9
- C/C(=C\C(=O)c1ccc(Br)cc1)Nc1cccc(Cl)c1
    ·	4[20 µM]	·	-2	1.5	·	·	0.0	·
- O=c1[nH]c2ccccc2nc1N1CCOCC1
    -15	-12[20 µM]	0.99	-25	0.1	6	-1	0.6	11
- Cc1ccc(C)c2[nH]c(=O)c(CN(CCN3CCOCC3)Cc3nnnn3CC3CCCO3)cc12 (stereo not drawn)
    5	0	1.2	-8	1.0	-44	-6	-0.5	4
- CC1(C(=O)NC2CCCC2)CCC(=O)N1Cc1ccccc1 (stereo not drawn)
    2	-23	·	4	1.2	6	-5	0.3	5
- NN/C(=C\[N+](=O)[O-])Nc1ccccc1
    -6	-19	-0.69	-16	1.8	-9	-2	-0.7	28
- O=C(Nc1cccc2ccccc12)c1ccc(OC(=S)N2CCOCC2)cc1
    -20	-21[20 µM]	-0.73	-2	2.1	-10	-1	0.7	26
- CC1=NN(C(=O)CCc2ccc3c(c2)OCO3)C(O)(C(F)(F)F)C1 (stereo not drawn)
    2	-24	-0.72	3	0.1	-10	3	0.3	13
- Cc1ccsc1C(=O)OCC(=O)c1cc(C)n(CC2CCCO2)c1C (stereo not drawn)
    -22	-8	-0.48	-3	-0.1	14	9	0.7	34
- CCCCCCCCCOC(=O)C[n+]1csc(CCO)c1C
    -12	-14[20 µM]	·	9	1.9	-6	-25	-0.6	7
- O=C(CCSc1nc(-c2ccco2)cc(C(F)(F)F)n1)N1CCN(c2ccccn2)CC1
    -3	-4[20 µM]	2.2	-24	1.8	2	1	0.2	3
- COc1ccc(-c2ccc(CCC(=O)O)n2NC(=O)c2ccc(O)cc2)cc1
    11	-24	·	-5	1.2	-24	-1	0.1	20
- Cc1ccc(Cn2ccc(NC(=O)c3nn(C)cc3[N+](=O)[O-])n2)cc1
    4	-13	-1.9	-4	-0.2	-9	-5	0.5	8
- COC(=O)c1cccc(COC(=O)c2ccc(CS(=O)(=O)c3ccc(C)cc3)cc2)c1
    -6	-27[20 µM]	0.057	-5	-1.2	-35	3	0.4	2
- CCCCCC(=O)N1CCN(c2ccc(C(C)=O)cc2F)CC1
    -5	-17	0.00045	-12	-1.1	-32	-4	1.1	9
- O=c1[nH]c2ccc([N+](=O)[O-])cc2nc1/C=C(\O)c1ccccc1
    19	-12	0.079	-13	1.2	2	-1	1.0	12
- CCCCCC(=O)NNC(=O)c1ccc(-c2ccccc2)cc1
    -8	-7[20 µM]	-2.8	6	-0.1	22	-1	-0.8	1
- Cc1ccccc1NC(=O)c1ccccc1NC(=O)c1ccco1
    -4	-17[20 µM]	-0.85	-1	-2.1	-3	-2	-0.2	34
- COc1ccc(-c2nc(NC(=O)c3[nH]c(C)c(C(C)=O)c3C)sc2C)cc1
    -3	-12	-0.025	-6	2.0	-99	4	1.3	5
- COc1ccc(CNC(=O)c2ccc3c(=O)n(CCCN4CCCC4=O)c(=S)[nH]c3c2)cc1
    4	-11	-0.044	-3	-0.7	44	-3	0.2	8

Fetched by compound from above, 2 records:
Below each SMILES – EBV gp42 inh	Furin inh	Cl transport mod	TbHK1 inh	TRPN1 ag	m-calpain inh	Thrombin inh	TRPML3 agonist	PPC-1+TRAIL kill
- COc1ccc(CNC(=O)c2ccc3c(=O)n(CCCN4CCCC4=O)c(=S)[nH]c3c2)cc1
    4	-11	-0.044	-3	-0.7	44	-3	0.2	8
- O=C(CCSc1nc(-c2ccco2)cc(C(F)(F)F)n1)N1CCN(c2ccccn2)CC1
    -3	-4[20 µM]	2.2	-24	1.8	2	1	0.2	3

Next section.
Below each SMILES – EBV gp42 inh	Furin inh	Cl transport mod	TbHK1 inh	TRPN1 ag	m-calpain inh	Thrombin inh	TRPML3 agonist	PPC-1+TRAIL kill
- CC1CCCCN1C/C=C/c1ccccc1[N+](=O)[O-] (stereo not drawn)
    -9	-10[20 µM]	-0.75	0	0.2	5	2	0.1	-18
- CC(C)CN1CCNC(=O)C1CC(=O)NCCc1cnn(-c2ccccc2)c1 (stereo not drawn)
    -3	-19	-0.12	-7	-0.3	-46	-9	1.1	-14
- O=C(NCC(=O)N(c1ccc2c(c1)OCO2)C(C(=O)NC1CCCC1)c1ccncc1)c1ccco1 (stereo not drawn)
    -12	-20	0.45	0	0.3	-23	5	1.0	-6
- COc1ccc(NC(=S)N2CCC(c3nc4ccccc4[nH]3)CC2)c(OC)c1
    0	-12[20 µM]	-0.46	-4	-0.7	-3	-1	0.7	5
- CCc1nc2ccccc2c(C(=O)O)c1C
    -10	-11[20 µM]	0.54	17	-0.6	9	2	-0.1	-8
- O=C(O)CCc1nc2cc(Cl)ccc2n(Cc2ccccc2)c1=O
    2	-1	-0.063	-12	0.2	-51	-2	0.0	20
- C=CC[N+]1(CC#Cc2ccccc2)CCCC1
    -12	-22	-0.07	-9	1.5	-6	-4	0.4	-1
- CCOc1ccc(-c2nc(-c3ccc(OC)c(OC)c3)no2)cc1OCC
    -24	-3[20 µM]	0.023	-10	0.1	-62	5	0.0	26
- CC(=O)NC(NC(C)=O)c1cccc(OCc2ccccc2)c1
    -2	-14	·	1	0.1	20	-6	0.5	20
- O=C(Cn1nc(-c2ccc3c(c2)OCCO3)ccc1=O)Nc1cccc(NC(=O)c2ccccn2)c1
    -14	-20	0.26	5	1.1	62*	-4	0.8	6
- O=C1COc2ccc(C(=O)COC(=O)c3cccnc3Cl)cc2N1
    -20	-12	-0.38	-5	1.8	-7	-16	1.0	3
- Cc1ccc2c(n1)CC(C)(C)CC2=O
    -12	-14[20 µM]	0.0045	0	3.0	-1	4	0.4	-18
- Cc1cc(C)cc(C(=O)NCCCc2ccccc2)c1
    13	-17	-1.7	-3	-3.0	-10	1	-1.5	24
- O=C(c1ccc(F)cc1)C1CCN(CCn2c(=S)[nH]c3ccccc3c2=O)CC1
    -13	·	7*	·	-2.1	29	·	-0.9	9
- CCC(CC)=NNc1cccc([N+](=O)[O-])c1
    -6	-12	0.29	1	-0.8	5	-13	0.7	0
- CCCc1cc(=O)[nH]c(SCC(=O)C(C)(C)C)n1
    -6	-19[20 µM]	0.71	-6	0.5	-2	-2	0.4	32
- O=C(Nc1ccc2oc(=O)ccc2c1)c1ccccc1[N+](=O)[O-]
    -8	-6	0.21	-8	-0.1	38	-14	1.1	20
- NC(=O)NC(=O)Nc1ccccc1Cl
    1	-5	·	0	0.1	0	-13	0.1	21
- O=C(CCl)Nc1cc(S(=O)(=O)N2CCCCCC2)ccc1Cl
    -5	-20	-0.55	-6	2.4	7	-8	0.8	6
- COC(=O)c1ccccc1NC(=O)CN1CCOCC1
    3	-14[20 µM]	-0.57	3	0.8	12	-3	1.2	2

Continued:
Below each SMILES – EBV gp42 inh	Furin inh	Cl transport mod	TbHK1 inh	TRPN1 ag	m-calpain inh	Thrombin inh	TRPML3 agonist	PPC-1+TRAIL kill
- O=C1CCCC(O)=C1C=Nc1ccc(O)cc1
    3	14	-1.5	-36	0.7	10	1	0.7	-24
- O=C(NCc1ccc(F)cc1)C1CCN(S(=O)(=O)N2CCC3(CC2)OCCO3)CC1
    -7	-8	·	18	-0.1	-32	-2	0.4	12
- COC(=O)c1cn(C)c2ccc(S(=O)(=O)N3CC(C)CC(C)C3)cc2c1=O (stereo not drawn)
    -26	-12	1.1	-17	0.4	13	4	0.3	·
- CC(C)NC(=O)COc1cccc2ccccc12
    3	-23	-0.43	-9	-0.4	-5	-9	0.1	1
- COc1ccccc1NS(=O)(=O)c1ccc(NN=C2CCCC2)c([N+](=O)[O-])c1
    -27	-5	-0.24	-5	3.1	20	4	0.6	10
- COc1ccc(/C=C/C(=O)OCc2cccc([N+](=O)[O-])c2)cc1
    -15	9	-1.8	-2	-2.1	1	-25	0.3	10
- O=[N+]([O-])c1cccc(/C=N/Nc2nc(NCc3ccccc3)nc(N3CCOCC3)n2)c1O
    -7	-22	-1.6	-5	1.2	-229	-4	0.3	·
